RXFP1 antag = qHTS Assay for Antagonists of the Relaxin Receptor RXFP1 | Relaxin receptor 1 (Homo sapiens), Q9HBX9 | activity change, negative = inhibition, % at 57.5 µM | HEK293-RXFP1, relaxin-stimulated cAMP HTRF, 30 min; stronger effect = lower value | hit rate 0.59% among 350,000;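 active = activity change of -60% or lower, but not beyond a set lower limit; inconclusive = change between -60% and -40%, or beyond the set limit; inactive = change above -40%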; note: % is set by controls: 0 for no effect and ±100 for the full control effect
APE1 inh = qHTS Assay for Inhibitors of the Human Apurinic/apyrimidinic Endonuclease 1 (APE1); AID 2517, 2012; Potency, µM (highest dose often 65.8 µM), without a hit: at the top dose activity change, negative = inhibition, hits mostly inhibitors; hit rate 0.35% among 350,000; recombinant APE1, TAMRA/BHQ-2 abasic DNA cleavage fluorescence; DNA repair nuclease/redox regulator APEX1 (Homo sapiens), P27695;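 note: potency is the fitted concentration of half-maximal effect; plate controls were vehicle for no effect and reference inhibitor for full effect; nearly all actives have a fitted effect of over 55% in size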
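Incision of a quenched TAMRA/BHQ-2 THF abasic-site duplex (50 nM) by 0.75 nM APE1, after 15 min compound preincubation, measured as fluorescence increase over three 60 s reads. Values normalized to buffer, DMSO and NSC13755 control wells.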
Tb PGK inh = qHTS Assay to Find Inhibitors of Phosphoglycerate Kinase; PGK/GAPDH coupled, Kinase-Glo luminescence, 60 min; Potency, µM (doses to about 57.5 µM), for inactives: top-dose activity change, negative = inhibition, hits mostly inhibitors; hit rate 0.043% among 380,000; AID 602233, 2012; note: potency is the fitted concentration of half-maximal effect; % is set by controls: 0 for no effect and ±100 for the full control effect; nearly all actives have a fitted effect of over 60% in size
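Recombinant glycosomal PGK reaction used 1,3-bisphosphoglycerate generated in-well by GAPDH (100nM final) in 100mM TEA pH 7.6, 5mM MgCl2, 0.01% Tween-20. After 60 minutes at room temperature, ATP was read by Kinase-Glo Plus luminescence end-point.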
BLM inh = qHTS Assay for Inhibitors of Bloom's syndrome helicase (BLM) | RecQ-like DNA helicase BLM (Homo sapiens), P54132 | recombinant BLM DNA unwinding, fluorescence dequenching | Potency, µM (doses to about 56.1 µM), inactives show at the top dose activity change, negative = inhibition, actives largely listed as inhibitors | hit rate 0.2% among 350,000;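 note: potency is the fitted concentration of half-maximal effect; plate controls were vehicle for no effect and no enzyme for full effect; nearly all actives have a fitted effect of over 35% in size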
Pol kappa inh = qHTS for Inhibitors of Polymerase Kappa; Potency, µM (top dose mostly 107 µM), inactives show top-dose activity, negative = inhibition, actives largely listed as inhibitors; DNA polymerase kappa (Homo sapiens), Q9UBT6; purified Pol kappa, fluorescent DNA synthesis assay, 10 min; AID 588579, 2011; hit rate 0.53% among 400,000; note: potency is the fitted concentration of half-maximal effect; % is set by controls: 0 for no effect and ±100 for the full control effect
Target sequence (Q9UBT6 whole entry, looked up): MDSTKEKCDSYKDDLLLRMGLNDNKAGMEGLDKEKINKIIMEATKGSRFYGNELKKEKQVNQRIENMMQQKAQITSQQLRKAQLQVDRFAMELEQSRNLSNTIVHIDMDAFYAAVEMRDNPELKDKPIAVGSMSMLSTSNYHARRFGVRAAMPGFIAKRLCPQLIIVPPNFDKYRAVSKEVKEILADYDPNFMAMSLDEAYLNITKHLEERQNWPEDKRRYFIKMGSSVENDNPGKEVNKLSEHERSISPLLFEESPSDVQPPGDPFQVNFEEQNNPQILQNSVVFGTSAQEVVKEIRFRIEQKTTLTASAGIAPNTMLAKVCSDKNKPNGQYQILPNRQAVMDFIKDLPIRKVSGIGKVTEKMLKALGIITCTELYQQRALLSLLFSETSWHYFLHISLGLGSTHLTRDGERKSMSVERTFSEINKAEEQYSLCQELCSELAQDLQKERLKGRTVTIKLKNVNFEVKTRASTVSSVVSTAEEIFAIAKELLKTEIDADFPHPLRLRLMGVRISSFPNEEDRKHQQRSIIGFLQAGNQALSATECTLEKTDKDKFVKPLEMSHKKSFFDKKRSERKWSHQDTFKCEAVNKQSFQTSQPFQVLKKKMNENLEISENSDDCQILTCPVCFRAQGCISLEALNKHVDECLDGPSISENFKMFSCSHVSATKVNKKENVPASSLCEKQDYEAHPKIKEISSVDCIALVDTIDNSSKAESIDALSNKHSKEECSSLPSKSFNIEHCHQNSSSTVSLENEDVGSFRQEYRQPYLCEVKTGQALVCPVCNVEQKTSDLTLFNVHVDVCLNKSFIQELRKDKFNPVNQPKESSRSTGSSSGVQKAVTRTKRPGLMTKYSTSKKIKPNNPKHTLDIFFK
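Readout: fluorescence, taken kinetically at 0 and 10 min. Conditions: 10 nM Pol kappa, 15 min RT compound preincubation, 50 nM substrate final. Controls: enzyme-free buffer wells.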
Apoferritin bind = qHTS Assay for Identification of Novel General Anesthetics. apoferritin/1-aminoanthracene competitive binding, fluorescence. Potency, µM (titrated, usually from 77.5 µM), for inactives: at the highest dose activity change, negative = displacement, usual class: inhibitors. hit rate 0.074% among 350,000. AID 485281, 2010; note: potency is the fitted concentration of half-maximal effect; % is set by controls: 0 for no effect and ±100 for the full control effect; nearly all actives have a fitted effect of over 20% in size
Target sequence (P02791 2-175 limits assumed): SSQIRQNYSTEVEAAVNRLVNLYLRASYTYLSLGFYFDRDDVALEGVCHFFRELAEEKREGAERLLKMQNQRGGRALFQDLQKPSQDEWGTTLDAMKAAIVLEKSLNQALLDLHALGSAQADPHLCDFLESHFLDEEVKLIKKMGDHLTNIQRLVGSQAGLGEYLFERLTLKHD
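Steps: apoferritin (10 uM) was premixed with half-saturated 1-AMA in PBS, compounds were pin-transferred, plates stood 10 min at room temperature, fluorescence was read at 380/535 nm, and curves were fitted with a Hill equation.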
POLH inh = qHTS for Inhibitors of Polymerase Eta; recombinant Pol eta, fluorescent DNA replication assay; Potency, µM (doses to about 114 µM), without a hit: at the top dose activity change, negative = inhibition, hits mostly inhibitors; hit rate 1.2% among 390,000; AID 588591, 2011; note: potency is the fitted concentration of half-maximal effect; % is set by controls: 0 for no effect and ±100 for the full control effect
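Pol eta (10 nM) was preincubated with compounds for 15 min at room temperature, after which fluorescent replication substrate (50 nM final) was added to start the reaction. Fluorescence was read kinetically at 0 and 10 min.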
Pol beta inh = qHTS Assay for Inhibitors of DNA Polymerase Beta; Pol beta primer extension/strand displacement, fluorescence kinetic; hit rate 1.3% among 340,000; Potency, µM (highest dose often 114 µM), for the others: at the highest dose activity change, negative = inhibition, usual class: inhibitors; AID 485314, 2010; note: potency is the fitted concentration of half-maximal effect; % is set by controls: 0 for no effect and ±100 for the full control effect
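Kinetic readout of DNA synthesis with strand displacement by Pol beta. Compound and 10 nM enzyme sit 15 min at room temperature; 50 nM substrate starts the reaction, read immediately and at 10 min.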
POLI inh = qHTS for Inhibitors of Polymerase Iota | DNA polymerase iota (Homo sapiens), Q9UNA4 | Pol iota fluorescent replication assay, 10 min | Potency, µM (top dose mostly 115 µM), inactives show at the highest dose activity, negative = inhibition, actives largely listed as inhibitors | hit rate 1% among 390,000; note: potency is the fitted concentration of half-maximal effect
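Pol iota at 10 nM preincubated 15 min with compounds at room temperature; reaction started with fluorescent substrate, 50 nM final. Fluorescence read kinetically at 0 and 10 min; buffer-only wells as negative control.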
Numbers without * were called inactive; i = inactive; ? = inconclusive; . = no result given; & = joins results of further samples; [ ] = another dose, or the depositor's remark. Unless noted, calls come from the whole dose curve; as a rule, active = well fitted curve in the direction sought with a large enough effect; inconclusive = small, poorly fitted or top-dose-only effect, or another doubt; inactive = no such curve, though single readings can be large; an effect the other way counts as inactive or inconclusive. Only part of the results is shown; the hit share may differ from the screen's.

smiles	RXFP1 antag	APE1 inh	Tb PGK inh	BLM inh	Pol kappa inh	Apoferritin bind	POLH inh	Pol beta inh	POLI inh
CC(=O)N1CCC(N2CCCC(C(=O)c3cccc(Cl)c3)C2)CC1 (centres undefined)	-9.8	-1.1%	1.7%	1.7%	-3.3%	-9.4%	0.4%	-16.8%	57.5%[activator]
CCOc1ccccc1-n1c(O)c(C=NCCCN(CC)CC)c(=O)[nH]c1=O	-0.7	19.3%	3.5%	-1.3%	-3.2%	-7.9%	-12.8%	20.0%	12.6%
COc1ccc2c(c1O)C13CCN(C)C(C2)C1CCC(=O)C3 (centres undefined)	5.9	.	0.1%	.	-5.4%	.	-8.6%	.	-5.7%
CCn1c(O)c(N=Nc2ccc(S(=O)(=O)N3CCOCC3)cc2)c(=O)n(CC)c1=S	6.7	13.6%	-8.4%	-4.7%	-6.4%	4.4%	22.6%	23.4%	?
O=C1C2C3CCC(O3)C2C(=O)N1CCO (centres undefined)	-21.2	8.2%	6.3%	-3.0%	-4.2%	3.6%	3.5%	-14.0%	-18.8%
Cc1ccc2c(c1)CC1(CN2C)C(=O)NC(=O)N(CCC2=CCCCC2)C1=O (centres undefined)	4.2	-1.6%	9.7%	-0.6%	-2.1%	?	-5.8%	-27.5%	5.9%
CNCC1(c2ccccc2)CCCC1	-11.4	-0.5%	2.3%	1.0%	-6.9%	-7.6%	-0.3%	-2.6%	11.2%
COc1cc2c(c(OC)c1OC)-c1ccc(O)cc1[C@@H](NC(C)=O)CC2	.	22.1%	-0.5%	.	-4.5%	.	-11.3%	.	-16.4%
CCNC(=O)C1OC(n2cnc3c(N)ncnc32)C(O)C1O (centres undefined)	9.1	.	-2.4%	.	4.1%	.	-11.6%	.	7.0%
[N-]=[N+]=NCc1cn2cccnc2n1	7.0	-2.3%	4.6%	-2.0%	-16.1%	4.0%	13.1%	15.5%	15.4%
O=P(Nc1ccccc1)(Nc1ccccc1)Oc1ccccc1	3.1	-5.3%	-2.0%	-3.4%	-0.1%	5.3%	-24.0%	-8.2%	72.8%[activator]
O=C1CC(=O)N(Cc2ccccc2)C(=O)N1	-2.1	.	-1.3%	.	-7.3%	.	-15.2%	.	-12.0%
O=C(COC(=O)Cc1ccccc1)Nc1ncc(Cl)cc1Cl	2.9	0.5%	-6.6%	-2.1%	-16.5%	-21.3%	3.1%	5.4%	-6.6%
N=C(N)c1c(O)n(C2CCCCC2)c(=O)n(C2CCCCC2)c1=O	-16.8	8.1%	-7.9%	-13.7%	-13.5%	-20.1%	-13.5%	-13.5%	-0.1%
Cc1ccccc1-c1nn2c(=O)cc(CN3CCN(C(=O)COc4ccccc4Cl)CC3)nc2s1	.	.	-3.2%	-3.0%	-1.0%[60.1 µM]	?	-6.2%	22.9%	0.5%
CNc1cc(N2CCNCC2)ccc1[N+](=O)[O-]	1.0	2.5%	3.3%	0.1%	3.3%[60.1 µM]	-4.7%	-12.1%	?	53.4%[activator]
Cc1c(C=O)c2ccccc2n1Cc1ccc(F)cc1	-12.3	-3.8%	-6.5%	0.6%	-2.1%	-20.9%	-13.8%	-11.0%	32.5%[activator]
COc1ccc2c(c1OC)C(=O)O[C@H]2[C@@H]1c2cc3c(cc2CCN1C)OCO3	-14.3	5.0%	-1.7%	.	-3.8%[60.1 µM]	.	0.0%	.	-9.6%
Cc1ccc(NP(=O)(c2ccccc2)c2nc3ccccc3s2)cc1 (centres undefined)	-3.2	-11.1%	i	-6.2%	0.6%	-14.2%	6.5%	-11.8%	-4.5%
c1ccc(CNC2=NCCS2)cc1	-7.3	3.5%	i	0.0%	-4.7%	-14.2%	1.4%	3.6%	1.0%
CCOC(=O)C(O)(c1ccc(N(CC)C(=O)COc2ccccc2)cc1)C(F)(F)F (centres undefined)	2.6	-0.3%	i	3.5%	-6.1%	8.0%	-18.7%	16.4%	-0.9%
CCOP(=O)(OCC)c1nc(-c2cccc3ccccc23)oc1NCCc1ccc(OC)cc1	-13.1	-1.2%	4.7%	-7.4%	-18.8%	647.0%[activator]	-17.1%	7.3%	14.3%
Cn1cccc1/C=C1\C(=O)NC(=O)N(CCC2=CCCCC2)C1=O	8.7	-6.5%	-3.7%	-2.0%	-14.1%	-0.3%	-6.9%	1.0%	?
CCn1c(O)c(/C=N/NC(=O)c2ccccc2)c(=O)[nH]c1=S	-1.2	4.1%	-2.8%	-4.8%	0.0%	-8.6%	-20.7%	14.5%	60.6%[activator]
COc1ccc2c(c1O)-c1c(OC)c(OC)cc3c1[C@H](C2)N(C)CC3	.	-3.8%	-8.8%	-8.2%	-0.8%	1.1%[29.3 µM]	-11.0%	.	10.4%

Only RXFP1 antag and Pol beta inh (4 entries from above):
mol	RXFP1 antag	Pol beta inh
CCOC(=O)C(O)(c1ccc(N(CC)C(=O)COc2ccccc2)cc1)C(F)(F)F (centres undefined)	2.6	16.4%
Cc1c(C=O)c2ccccc2n1Cc1ccc(F)cc1	-12.3	-11.0%
O=C1C2C3CCC(O3)C2C(=O)N1CCO (centres undefined)	-21.2	-14.0%
O=P(Nc1ccccc1)(Nc1ccccc1)Oc1ccccc1	3.1	-8.2%

Following part
smiles	RXFP1 antag	APE1 inh	Tb PGK inh	BLM inh	Pol kappa inh	Apoferritin bind	POLH inh	Pol beta inh	POLI inh
CCN(CC)P(=O)(Oc1cccc(C)c1)N(CC)CC	0.9	-3.3%	-7.4%	-1.2%	-3.5%	-12.9%	?	-10.0%	-14.4%
CCC1CN1P(=O)(N1CCCC1)N1CC1CC (centres undefined)	-11.6	.	3.4%	.	1.0%	.	-17.5%	.	0.1%
COc1ccc(C2=CCC3CCCCN3C2)cc1OC (centres undefined)	.	49.3%[activator]	-1.0%	.	10.1%	.	-7.2%	.	29.0%
O=C1OCCN1P(=O)(c1ccccc1)c1ccccc1	1.9	-0.9%	-3.7%	0.7%	-29.5%	-8.4%	-18.0%	5.6%	16.7%
O=P(O)(O)/C=C(\Cl)c1ccccc1	6.3	-4.6%	-3.9%	-1.9%	-19.0%	2.1%	7.7%	-28.9%	?
C[C@]12C[C@@H](O)[C@H](O)CC1=CCC1C2CC[C@@]2(C)C1CC[C@@H]2O (some centres undefined)	-18.0	-1.2%	3.0%	.	-20.2%	.	-1.4%	.	53.3%[activator]
O=C(c1cccn2c(=O)c3cc(Br)ccc3nc12)N1CCC2(CC1)OCCO2	1.5	15.2%	-0.6%	-3.5%	-5.1%	14.0%	-6.3%	-13.0%	-14.4%
C=CCN1CC[C@]23CCCCC2[C@H]1Cc1ccc(O)cc13 (some centres undefined)	.	1.0%	.	44.5%[activator]	7.3%&-0.2%[60.1 µM]	-8.3%	1.5%[57.1 µM]	-11.4%[57.1 µM]	-12.3%[58.9 µM]
CCCCn1c(N)c(C(=O)OCCOC)c2nc3ccccc3nc21	9.3	?	-2.5%	-4.1%	-16.7%	305.0%[activator]	-2.0%	9.9%	66.8%[activator]
CCN(CC)c1ccc(C=C2C(=O)N(C)C(=S)N(C)C2=O)o1	-1.9	-1.1%	-5.9%	-3.3%	-26.0%	-3.3%	?	-15.1%	?
Cc1nc2ccc(Cl)cc2c(=O)n1-c1cccc(Cl)c1	-0.8	11.8%	-1.6%	-1.7%	-11.6%	0.5%	0.9%	-0.3%	92.8%[activator]
Cc1ccccc1N1C(=O)/C(=C/c2ccco2)C(=O)NC1=S	.	0.0752µM*	.	0.891µM*	.	-12.0%	.	0.316µM*	.
Cc1ccc(S(=O)(=O)NP(=O)(Oc2ccccc2)Oc2ccccc2)cc1	23.8	0.3%	.	0.2%	-10.0%	0.6%	-22.6%	-10.6%	?
O=C(O)C1C2CCC(O2)C1C(=O)Nc1ccc(Cl)cc1 (centres undefined)	-10.0	17.5%	-8.6%	-4.8%	-3.6%	-13.5%	-15.4%	29.8%	15.7%
COC(=O)C1=C(c2ccc3ccccc3c2)C[C@@H]2CC[C@H]1N2C(=O)NCCO	.	18.0%	-4.0%	.	2.8%	.	-4.0%	.	11.0%
CN1CCN(Cc2ccc3ccccc3c2)CC1	4.9	3.4%	-3.1%	4.1%	-22.0%	0.0%	5.6%	17.7%	8.2%
CCCCCCCCCCCCCC(=O)OC1C(C)[C@@]2(O)C(C=C(CO)C[C@]3(O)C(=O)C(C)=C[C@H]23)[C@@H]2C(C)(C)[C@]12OC(C)=O (some centres undefined)	.	2.1%	.	0.4%	-13.1%[60.1 µM]	2.9%	.	.	.
CN1C(=O)C(Cc2nc3ccccc3c(=O)n2-c2ccccc2)c2ccccc21 (centres undefined)	-17.0	-1.7%	-8.4%	-5.9%	5.3%	-10.7%	-5.2%	1.9%	5.6%
Cn1c(O)c(C=Nc2ccc(N3CCOCC3)cc2)c(=O)n(C)c1=S	-21.7	3.3%	-6.4%	-6.7%	-13.2%	-8.1%	-25.7%	3.3%	101.2%[activator]
COc1ccc(CCNCc2cccn2C)cc1OC	5.0	-7.2%	-7.3%	-0.4%	-6.0%	-3.9%	-17.4%	2.3%	35.9%[activator]

Screens as filed in PubChem BioAssay.
